# Screening data as filed in PubChem BioAssay.
# FLuc modulator = counter-screen for miR-21 project: firefly luciferase inhibitors or activators. hit rate 6.9% among 360,000. Potency, µM (highest dose often 57.5 µM), without a hit: at the top dose activity change, negative = inhibition, most hits filed as inhibitors. P08659. AID 588342. purified FLuc, Km substrates, luminescence inhibition;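 note: plate controls were vehicle for no effect and reference inhibitor for full effect; nearly all actives have a fitted effect of over 55% in size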
# Target sequence (P08659 whole entry, looked up): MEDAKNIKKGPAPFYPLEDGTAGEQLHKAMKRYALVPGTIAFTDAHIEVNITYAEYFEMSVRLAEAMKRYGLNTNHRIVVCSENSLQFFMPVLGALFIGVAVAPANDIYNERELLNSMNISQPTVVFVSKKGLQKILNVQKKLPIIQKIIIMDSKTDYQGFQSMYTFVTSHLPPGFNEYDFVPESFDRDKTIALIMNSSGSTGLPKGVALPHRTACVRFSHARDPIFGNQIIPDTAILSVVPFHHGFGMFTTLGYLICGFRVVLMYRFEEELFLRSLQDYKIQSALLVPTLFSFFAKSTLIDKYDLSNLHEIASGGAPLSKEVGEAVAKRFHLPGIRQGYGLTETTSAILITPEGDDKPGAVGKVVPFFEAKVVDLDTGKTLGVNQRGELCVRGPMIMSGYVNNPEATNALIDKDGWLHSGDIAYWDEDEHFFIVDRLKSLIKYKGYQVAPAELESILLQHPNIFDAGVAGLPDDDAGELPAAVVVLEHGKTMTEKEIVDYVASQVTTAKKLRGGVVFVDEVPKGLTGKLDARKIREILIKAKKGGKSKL
#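 Purified P. pyralis luciferase (10nM final) with 10uM D-luciferin and 10uM ATP (Km levels) in 50mM Tris acetate pH 7.5, 10mM Mg acetate, 0.01% Tween-20, 0.05% BSA; qHTS 6-point titration, ~60 µM downward; luminescence read.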
# ELG1 genotoxic = induces genotoxicity in HEK293T cells with luciferase-tagged ELG1; Potency, µM (series often up to 46 µM), for inactives: at the highest dose activity change, positive = activation, usual class: activators; hit rate 1.3% among 330,000; HEK293T ELG1-luciferase reporter, luminescence, 16 h; note: % of control where 0% means no effect; nearly all actives have a fitted effect of over 60% in size
#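 Genotoxic stress is detected as increased luminescence from luciferase-tagged ELG1 in HEK293T cells, measured with ONE-Glo after a 16 hr treatment at 37 °C.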
# BRCA1 expr up = increases BRCA1 expression; AID 624202; MCF7-BRCA1-FFLuc reporter, luminescence, 48 h; response scale: scaled: vehicle 0%, 10 µM genistein 100%; Potency, µM (titrated, usually from 46.1 µM), for inactives: at the top dose activation, hits mostly activators; hit rate 1.1% among 380,000; note: nearly all actives have a fitted effect of over 80% in size; some results filed as inactive show a strong effect at the top dose
#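 MCF7-BRCA1-FFLuc cells, 2000/well in phenol-red-free MEM, attached 2 h then treated 48 h at 37 C. Luciferase luminescence read 15 min after reagent; normalized to genistein maximum activation (10microM) and DMSO, concentration-response fitted.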
# VP16 counter = inhibits Gal4-VP16 luciferase reporter, ROR gamma counter-screen. Drosophila S2 Gal4-VP16 UAS-luciferase, luminescence, 20 h. Potency, µM (top dose mostly 53.6 µM), for inactives: top-dose activity, negative = inhibition, most hits filed as inhibitors. hit rate 3.5% among 310,000;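 note: Gal4-VP16 expression switched on by copper sulfate through the metallothionein promoter; % is set by controls: 0 for no effect and ±100 for the full control effect; nearly all actives have a fitted effect of over 50% in size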
# p53 reactivator = re-activators of mutant p53; hit rate 0.063% among 320,000; H1299 p53-A138V BP100-luciferase reporter, luminescence, 24 h; Potency, µM (titrated, usually from 92.2 µM), inactives show at the top dose activity change, positive = activation, actives largely listed as activators; note: % of control where 0% means no effect; nearly all actives have a fitted effect of over 45% in size
#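 H1299 (p53-null), stable ts p53-A138V + BP100-Luc; 1000 cells/well, Opti-MEM/10% FBS; cpd 4 pt, 1:5; 24 h, 37 deg C, 5% CO2; detection reagent 10 min RT; luminescence.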
# Rab9 promoter act = Rab9 promoter activation; Huh7 Rab9 promoter-luciferase reporter, luminescence, 24 h; Potency, µM (doses to about 9.22 µM), for inactives: top-dose activation, negative = inhibition, actives largely listed as activators; hit rate 2.8% among 320,000; AID 485297; note: % of control where 0% means no effect; nearly all actives have a fitted effect of over 60% in size
#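 Huh7 cells stably carrying a Rab9 promoter-luciferase reporter, 1500 cells per well in OP-MEM I with 10% FBS, treated with compound 24 hours at 37C. Luciferase activity read by luminescence after 10 minutes with Amplite reagent.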
# NPC1 promoter act = activates the NPC1 promoter; Potency, µM (titrated, usually from 9.22 µM), for the others: top-dose activation, actives largely listed as activators; hit rate 2.4% among 320,000; Huh7 NPC1 promoter luciferase reporter, 24 h;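 note: % of control where 0% means no effect; nearly all actives have a fitted effect of over 60% in size; reporter is driven by a mutant NPC1 promoter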
#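 Compounds in DMSO were transferred onto Huh7 NPC1-luciferase reporter cells pre-incubated 2 h; after 24 h at 37 °C, Amplite reagent was dispensed and luminescence recorded 10 min later.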
# RORgamma inh = ROR gamma (mouse) transcription inhibition. P51450. Drosophila S2 Gal4-RORgamma UAS-luciferase reporter, 20 h. Potency, µM (titrated, usually from 53.6 µM), for the others: top-dose activity change, negative = inhibition, most hits filed as inhibitors. hit rate 5.4% among 310,000. AID 2551; note: % is set by controls: 0 for no effect and ±100 for the full control effect; nearly all actives have a fitted effect of over 60% in size
#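 Schneider cells (Drosophila), stable Gal4 DBD–ROR gamma + UAS-luc; 1 hr cmpd preincubation; Cu2+ induction 700 uM final; 20 hr ambient; luminescence.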
# MBNL1 CUG block = MBNL1-poly(CUG) RNA binding inhibition; AID 2675; hit rate 0.036% among 280,000; TR-FRET MBNL1-His/biotin-(CUG)12 binding, 665/545 ratio; Q9NR56; Potency, µM (highest dose often 57.5 µM), without a hit: at the top dose activity change, negative = inhibition, most hits filed as inhibitors; active = well fitted inhibition curve with a large enough effect in the signal ratio, with a control signal flat, not every such curve was filed as active; inconclusive = small, poorly fitted or top-dose-only effect, or effect the other way, or a change in a side signal; inactive = no such curve, though single readings can be large or run the other way; the % refers to the signal ratio; note: % is set by controls: 0 for no effect and ±100 for the full control effect
# Target sequence (Q9NR56 whole entry, looked up): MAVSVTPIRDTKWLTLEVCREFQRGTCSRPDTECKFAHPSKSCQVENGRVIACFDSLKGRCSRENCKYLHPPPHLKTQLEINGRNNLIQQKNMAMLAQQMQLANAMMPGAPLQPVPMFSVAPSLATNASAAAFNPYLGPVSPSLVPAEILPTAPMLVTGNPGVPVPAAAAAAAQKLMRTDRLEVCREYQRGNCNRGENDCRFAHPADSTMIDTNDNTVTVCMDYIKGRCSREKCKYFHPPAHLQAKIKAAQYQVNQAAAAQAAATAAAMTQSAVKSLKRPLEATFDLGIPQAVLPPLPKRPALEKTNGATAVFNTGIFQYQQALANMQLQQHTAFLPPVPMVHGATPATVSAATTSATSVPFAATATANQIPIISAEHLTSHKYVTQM
#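 TR-FRET readout: Ex 340 nm, 665/545 nm emission ratio, normalized to buffer-only (basal) and MBNL1-(CUG)12 controls. Complex of MBNL1-His with Biotin-(CUG)12, compounds 92 nM–58 uM, incubated 60 min at room temperature.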
# uPA generation = cell surface uPA generation inhibition | cell surface uPA generation assay, qHTS | Potency, µM (top dose mostly 38.3 µM), without a hit: at the highest dose activity change, negative = inhibition, hits mostly inhibitors | hit rate 0.31% among 330,000; active = well fitted inhibition curve with a large enough effect; inconclusive = small, poorly fitted or top-dose-only effect; inactive = no such curve, though single readings can be large or run the other way; tested in mouse RAW 264.7 cells; note: % is set by controls: 0 for no effect and ±100 for the full control effect; nearly all actives have a fitted effect of over 55% in size
# Active calls of the source: *; ? = inconclusive; . = no result given; [ ] = remark or other dose. Unless noted, calls come from the whole dose curve; as a rule, active = well fitted curve in the direction sought with a large enough effect; inconclusive = small, poorly fitted or top-dose-only effect, or another doubt; inactive = no such curve, though single readings can be large; an effect the other way counts as inactive or inconclusive. Potency is the fitted concentration of half-maximal effect.
SMILES,FLuc modulator,ELG1 genotoxic,BRCA1 expr up,VP16 counter,p53 reactivator,Rab9 promoter act,NPC1 promoter act,RORgamma inh,MBNL1 CUG block,uPA generation
CCc1ccc(NC(=O)CSc2nc3ccccc3c(=O)n2CCCC(=O)N2CCCC2)cc1,-2.1%,-3.5%,-75.6%,-11.0%,-0.7%,-3.0%,-13.6%,?,0.5%,.
O=C(O)CCCC(=O)N1CCc2cc(S(=O)(=O)N3CCc4ccccc43)ccc21,4.9%,0.9%,6.0%,-6.0%,-1.5%,0.4%,0.7%,17.9%,-2.1%,-0.8%
CCOC(=O)CN1C(=O)C(=O)N(Cc2ccccc2)C1=O,-2.5%,-0.6%,-1.7%,-1.3%,0.0%,0.8%,3.3%,-3.8%,4.1%,3.8%
COc1cc(NC(=O)C2CCCCC2)c2ncccc2c1,15.1µM*,2.4%,-34.3%,17.9%,3.2%,15.5%,5.8%,0.1%,-1.4%,6.1%
Cc1ccc(CN2CC(C(=O)Nc3ccncc3)CC2=O)cc1 (stereo not given),-0.5%,-2.5%,-18.4%,1.3%,18.7%,14.9%,-0.8%,7.0%,-5.1%,5.7%
CSc1ccccc1NC(=O)CO/N=C(\C)c1cc2ccccc2o1,?,17.3%,51.4%,?,26.0%,0.5%,-2.0%,?,-23.4%,-24.8%
O=C(COC(=O)/C=C/c1nc2ccccc2s1)Nc1cccc2ccccc12,-3.8%,1.2%,-33.5%,-14.5%,-13.5%,-0.7%,1.9%,-10.6%,.,6.6%
Cc1ccc(OCC(=O)NNC(=O)CCc2ccccc2)cc1,-0.3%,1.6%,-1.5%,-6.2%,-0.3%,-0.8%,1.0%,-2.5%,4.9%,.
CC1Cc2cc(S(=O)(=O)N3CCC(C(=O)NCc4ccco4)CC3)ccc2N1C(=O)C1CCC1 (stereo not given),-1.6%,-2.1%,-21.8%,-4.4%,-2.8%,-11.6%,-2.7%,24.3%,-2.7%,-7.7%
CC(=O)c1ccc(-n2c(C)c(C(C)=O)c3cc(O)ccc32)cc1,0.3%,-10.9%,-7.2%,4.9%,-1.5%,-2.3%,15.1%,-18.0%,-0.5%,8.7%
CCn1nnc(-c2ccccc2NC(=O)c2cccc(-n3cnnn3)c2)n1,0.0%,-3.4%,-16.2%,-2.3%,-1.5%,-0.8%,-0.6%,31.3%,-2.6%,3.4%
CCCOc1ccc(C(=O)O)cc1,6.1%,0.3%,2.3%,0.1%,-0.1%,-1.2%,0.8%,-5.1%,0.5%,2.5%
COc1ccc([N+](=O)[O-])cc1NC(=O)C(C)OC(=O)C1CC(=O)N(Cc2ccco2)C1 (stereo not given),-0.8%,-1.0%,-0.5%,.,7.6%,1.9%,-0.8%,.,.,-13.5%
CCC(=O)Nc1ccc2c(c1)nc(CCN1CCN(C)CC1)n2C,0.2%,0.1%,-26.5%,1.7%,6.0%,16.9%,-1.3%,20.2%,13.0%,1.1%
O=C(Cc1ccccc1)NC1CCN(C(=O)NCc2ccccc2)CC1,3.3%[2.3 µM],0.3%,-8.6%,?,-0.7%,-0.1%,-2.9%,-3.0%,-5.3%,4.9%
Cc1nc(-c2ccccc2)nc2[nH]c(C(C)C)cc(=O)c12,3.2%,4.3%,-51.2%,-12.2%,-4.9%,-1.5%,-0.3%,11.4%,?,-13.1%
COc1ccc(C(=O)C(OC(=O)c2ccc(C)c(NC(C)=O)c2)c2ccccc2)cc1 (stereo not given),-16.6%,3.0%,25.5%,6.9%,11.4%,4.0%,2.2%,18.2%,10.6%,-5.6%
Fc1ccc(N2CCN(C3=Nc4cccc5cccc3c45)CC2)cc1,15.1µM*,2.3%,30.7%,-5.0%,0.0%,14.5%,24.0%,12.6µM*,?,1.6%
C=CCNC(=S)N1CCC(C(N)=O)CC1,-4.7%,-0.1%,2.6%,3.8%,-2.6%,-0.3%,-0.5%,-1.0%,5.1%,3.0%
C(=C\c1ccccc1)/CSc1nnc(-c2cnccn2)n1Cc1ccco1,-2.3%,-3.9%,-42.8%,?,1.7%,-5.6%,-0.8%,?,1.4%,-7.6%
Cc1nn(-c2ncc(C(F)(F)F)cc2Cl)c(=O)n1-c1ccccc1,-2.7%,-1.2%,19.7%,2.6%,-3.3%,15.2%,-0.8%,4.4%,-2.1%,0.0%
CC(CC(=O)NC(C)c1ccc2c(c1)OCCO2)c1ccccc1 (stereo not given),2.1%,1.8%,-7.5%,3.4%,-0.3%,-3.7%,0.0%,26.3%,7.5%,4.8%
O=C(NCC1CCCO1)c1nc(Cn2ccc([N+](=O)[O-])n2)no1 (stereo not given),-2.1%,-5.3%,-8.2%,-7.4%,1.0%,-0.7%,-7.5%,-3.3%,11.0%,-0.5%
CC(=O)c1c(C)[nH]c(C(=O)CN2CCN(S(=O)(=O)c3ccc(C(C)C)cc3)CC2)c1C,3.9%,-6.6%,-45.4%,.,14.7%,-17.9%,-7.5%,.,.,-10.3%
Cc1ccc(N(C(C)C(=O)N2CCOCC2)S(C)(=O)=O)cc1C (stereo not given),0.5%,-0.5%,21.1%,3.7%,0.3%,-14.3%,-3.6%,9.2%,-3.8%,-1.2%

# Structures listed above printed as active in RORgamma inh:
SMILES | p53 reactivator | Rab9 promoter act | NPC1 promoter act | RORgamma inh | uPA generation
Fc1ccc(N2CCN(C3=Nc4cccc5cccc3c45)CC2)cc1 | 0.0% | 14.5% | 24.0% | 12.6µM* | 1.6%

# Remaining list, next part.
SMILES,FLuc modulator,ELG1 genotoxic,BRCA1 expr up,VP16 counter,p53 reactivator,Rab9 promoter act,NPC1 promoter act,RORgamma inh,MBNL1 CUG block,uPA generation
COC(=O)c1ccccc1NC(=O)c1nc2nc(C)cc(C(F)F)n2n1,-1.2%,-2.6%,-34.5%,-2.3%,5.0%,-2.0%,5.9%,9.3%,2.9%,1.4%
O=C(O)c1ccc(CSc2nnc(-c3ccccc3Br)o2)cc1,23.9µM*,6.4%,1.4%,?,?,-0.9%,2.1%,?,-11.8%,-5.9%
Cc1ccc(NC(=O)c2nc(S(=O)(=O)Cc3ccccc3)ncc2Cl)cc1,?,-12.8%,-104.8%[inhibitor],2.24µM*,-36.3%[inhibitor],-9.9%,-10.6%,?,?,-5.1%
O=C(NCc1ccccc1)c1c(F)c(F)c(F)c(F)c1F,1.1%,0.3%,-14.0%,-2.8%,8.5%,14.1%,7.9%,-36.0%,7.5%,-4.6%
CCC(C(=O)OCC(=O)Nc1c(Cl)cc(Cl)cc1Cl)c1ccccc1 (stereo not given),1.5%,-1.5%,-2.3%,-10.5%,-1.7%,-2.6%,-1.0%,5.1%,0.4%,6.7%
Cc1ccc(CCNc2ccccc2C)cn1,-6.3%,6.2%,19.1%,21.6%,10.9%,0.1%,0.8%,-6.7%,-5.4%,10.6%
CCCCn1c(N)c(N(Cc2ccccc2OC)C(=O)CCSC)c(=O)[nH]c1=O,?,-6.9%,2.2%,-4.9%,-5.2%,1.1%,-3.6%,-15.8%,-4.9%,-3.3%
CCCCOc1ccc(C2/C(=C(/O)c3ccc4c(c3)CC(C)O4)C(=O)C(=O)N2CCCN2CCOCC2)cc1OC (stereo not given),-2.3%,5.4%,8.1%,-9.9%,-6.8%,4.5%,-5.9%,-2.6%,4.1%,3.7%
NC(=O)CC[C@@H]1NC(=O)[C@@H]2CCCN2C(=O)c2cc([N+](=O)[O-])cc(F)c2NCCC[C@@H](C(N)=O)NC1=O,-0.3%,1.0%,-1.5%,-10.5%,8.1%,-0.5%,-1.7%,7.2%,?,-4.6%
CCOc1ccccc1N(CC(=O)Nc1ccccc1C(=O)N1CCOCC1)S(C)(=O)=O,-0.3%,-7.0%,-7.5%,-7.0%,6.7%,-4.3%,-1.0%,0.7%,-2.6%,-0.7%
Cc1ccc[n+](CC(=O)N2CCCCC2)c1C,-1.0%,0.0%,0.0%,-3.9%,7.8%,-6.0%,3.4%,-11.4%,-10.9%,1.4%
Cc1ccc(S(=O)(=O)N2CCN(Cc3cccnc3)CC2)cc1,3.7%,-3.4%,-3.8%,4.5%,-1.8%,6.3%,-2.4%,29.8%,-7.2%,-0.4%
Cc1c(NC(=O)/C=C/c2cccs2)c(=O)n(-c2ccccc2)n1C,-1.8%,0.3%,4.3%,-8.5%,4.3%,0.4%,-1.8%,27.5%,23.0%,4.6%
O=C(CN1CCSC1=O)N1CCN(S(=O)(=O)c2ccccc2)CC1,.,-2.8%,8.5%,.,-1.7%,-2.0%,1.3%,.,.,-22.0%
COC(=O)c1ccc(COC(=O)CSCC(=O)Nc2ccc(C)cc2C)cc1,.,-2.0%,-1.8%,.,-2.3%,.,.,.,.,2.2%
CSCCC(NS(=O)(=O)c1ccc2[nH]c(=O)c(=O)[nH]c2c1)C(=O)O (stereo not given),-1.8%,0.2%,-4.3%,3.7%,2.4%,-15.3%,0.8%,13.5%,-9.2%,1.4%
CCOC(=O)c1nc(NNC(=O)c2ccc([N+](=O)[O-])cc2)sc1C,-15.9%,-14.9%,-62.4%,6.31µM*,-27.8%,-35.6%[inhibitor],-35.9%[inhibitor],?,?,-13.8%
